Bioassay records: PubChem, National Center for Advancing Translational Sciences (NCATS)
CCT modulator – modulators of cytosolic chaperonin (CCT/TRiC) activity. purified chaperonin ATPase assay, HTRF ADP detection, 30 min. activity change, % (concentration not given with the values), hits read low. actives 0.3% (n = 360,000). AID 651819; in the data active = activity change below about -30%; also: % is scaled to controls: 0 for no effect and ±100 for the full control effect
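TRiC (40 or 20 nM final, by batch activity) in 30 mM Tris pH 7.4, 100 mM KCl, 5 mM MgCl2, 1 mM DTT was treated with compound at 76 uM single dose, then 10 uM ATP, 30 min at 37 °C. ADP was read by HTRF Transcreener.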
PLK1 PBD block – PLK1 (human) polo-box domain binding inhibition; Potency, µM, for the others: max response, negative = inhibition, most hits filed as inhibitors; AID 720504; Plk1 PBD binding of FITC phosphopeptide, fluorescence polarization; actives 2.8% (n = 360,000); also: potency is read from the fitted curve at half-maximal effect; series mostly up to about 57 µM; % is scaled to controls: 0 for no effect and ±100 for the full control effect; nearly all actives have a fitted effect of over 65% in size
Target sequence (P53350 whole entry, looked up, the tested form may be a part): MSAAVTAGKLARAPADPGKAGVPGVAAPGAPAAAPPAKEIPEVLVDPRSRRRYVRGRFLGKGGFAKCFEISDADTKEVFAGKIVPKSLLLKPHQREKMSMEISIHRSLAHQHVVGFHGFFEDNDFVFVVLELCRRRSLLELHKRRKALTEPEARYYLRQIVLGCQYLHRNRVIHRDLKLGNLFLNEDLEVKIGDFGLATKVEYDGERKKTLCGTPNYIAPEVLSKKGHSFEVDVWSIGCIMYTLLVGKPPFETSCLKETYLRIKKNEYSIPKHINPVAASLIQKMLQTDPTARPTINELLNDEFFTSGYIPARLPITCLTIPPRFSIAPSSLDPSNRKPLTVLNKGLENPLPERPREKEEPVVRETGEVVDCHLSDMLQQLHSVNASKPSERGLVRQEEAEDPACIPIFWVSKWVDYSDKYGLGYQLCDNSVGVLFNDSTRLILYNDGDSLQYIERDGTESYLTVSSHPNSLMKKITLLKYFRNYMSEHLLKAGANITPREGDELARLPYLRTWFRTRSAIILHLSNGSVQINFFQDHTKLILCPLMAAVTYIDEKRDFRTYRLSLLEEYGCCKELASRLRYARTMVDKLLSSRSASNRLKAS
EPAC1 antagonist – antagonists of human EPAC1; EPAC1 GEF assay, Rap1b-BODIPY-GDP exchange fluorescence; actives 0.14% (n = 360,000); O95398; Potency, µM (titrated, usually from 115 µM), for inactives: top-dose activity change, negative = inhibition, actives largely listed as inhibitors;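 also: potency is read from the fitted curve at half-maximal effect; plate controls were vehicle for no effect and positive control for full effect; nearly all actives have a fitted effect of over 50% in size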
EPAC1 ag – EPAC1 (human) agonism; O95398; EPAC1 agonist qHTS, biochemical assay; response scale: 100% = response to 6.5 mM cAMP; Potency, µM (highest dose often 154 µM), for the others: at the top dose activation, most hits filed as activators; actives 0.073% (n = 360,000); AID 720707; also: potency is read from the fitted curve at half-maximal effect; nearly all actives have a fitted effect of over 60% in size
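Normalized to 6.5 mM cAMP, activity reflects EPAC1-catalysed release of BODIPY-GDP from Rap1B, followed kinetically over 30 min at 480 nm excitation, 540 nm emission. Reaction contained 100 nM EPAC1, 250 nM Rap1B-BODIPY-GDP, 50 uM GDP.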
WRN helicase inh – inhibitors of human WRN helicase; Q14191; Potency, µM (titrated, usually from 114 µM), for inactives: at the top dose activity change, negative = inhibition, usual class: inhibitors; WRN helicase unwinding, fluorescent forked duplex, kinetic; actives 0.46% (n = 360,000); also: potency is read from the fitted curve at half-maximal effect; % is scaled to controls: 0 for no effect and ±100 for the full control effect; nearly all actives have a fitted effect of over 55% in size
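WRN at 20 nM final preincubated with compound 15 min at room temperature; reaction started with 100 nM fluorophore/quencher forked duplex oligonucleotide and 2 mM ATP final. Unwinding followed kinetically by red fluorescence (ex 525, em 598 nm).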
EPAC2 antag – EPAC2 (human) antagonism | Q8WZA2 | EPAC2 GEF exchange of Rap1B-BODIPY-GDP, fluorescence | Potency, µM (top dose mostly 114 µM), for inactives: at the top dose activity, negative = inhibition, hits mostly inhibitors | actives 0.18% (n = 360,000); also: potency is read from the fitted curve at half-maximal effect; % is scaled to controls: 0 for no effect and ±100 for the full control effect; nearly all actives have a fitted effect of over 45% in size; many of its hits are not listed in these tables
MmCpn inh – inhibitors of Methanococcus maripaludis chaperonin (MmCpn); purified Mm-Cpn ATPase, ADP Transcreener TR-FRET; Potency, µM (series often up to 76.9 µM), for inactives: top-dose activity, negative = inhibition, hits mostly inhibitors; actives 0.031% (n = 330,000); AID 504842; also: potency is read from the fitted curve at half-maximal effect; % is scaled to controls: 0 for no effect and ±100 for the full control effect; nearly all actives have a fitted effect of over 80% in size
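Reaction buffer contained 30 mM Tris pH 7.4, 100 mM KCl, 5 mM MgCl2 and 1 mM DTT. Mm-CPN (25 nM final) hydrolysed 10 uM ATP over 30 min at 37°C; ADP was read by HTRF.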
PI5P4K alpha inh – inhibitors of human PI5P4K alpha; P48426; PI5P4Kalpha enzyme, ADP-Glo luminescence, 60 min; active compounds read low; max response, %; actives 1.2% (n = 330,000); active = max response of -50% or lower; inconclusive = between -30% and -50%; inactive = -30% or higher; also: value at the top dose of about 77 µM; % is scaled to controls: 0 for no effect and ±100 for the full control effect
Target sequence (P48426 whole entry, looked up): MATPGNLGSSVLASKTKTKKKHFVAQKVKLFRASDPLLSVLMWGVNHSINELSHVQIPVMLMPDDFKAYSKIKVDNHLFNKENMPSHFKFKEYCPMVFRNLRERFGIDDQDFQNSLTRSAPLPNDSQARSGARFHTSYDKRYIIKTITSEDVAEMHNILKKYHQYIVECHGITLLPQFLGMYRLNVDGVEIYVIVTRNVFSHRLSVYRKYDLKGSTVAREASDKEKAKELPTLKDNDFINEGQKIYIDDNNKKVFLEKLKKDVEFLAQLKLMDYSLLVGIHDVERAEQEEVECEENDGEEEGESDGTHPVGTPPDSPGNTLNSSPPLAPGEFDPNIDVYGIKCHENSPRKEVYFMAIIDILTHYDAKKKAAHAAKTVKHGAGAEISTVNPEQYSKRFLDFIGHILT
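Controls without substrate or without enzyme flank wells where PI5P4Kalpha converts substrate using 5 microM ATP (final). Incubation lasts 60 minutes at room temperature; ADP formed is read by ADP-Glo luminescence.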
Starred values were filed as active, the others as inactive; u = inconclusive; x = not tested or not shown; [ ] = remark or other dose. Unless noted, calls follow the shape of the dose curve; as a rule, active = well fitted curve in the direction sought with a large enough effect; inconclusive = small, poorly fitted or top-dose-only effect, or another doubt; inactive = no such curve, though single readings can be large; an effect the other way counts as inactive or inconclusive. An excerpt, so the mix of outcomes need not match the whole.

nr	Compound	CCT modulator	PLK1 PBD block	EPAC1 antagonist	EPAC1 ag	WRN helicase inh	EPAC2 antag	MmCpn inh	PI5P4K alpha inh
1	CCOc1ccc(Cl)cc1/C=N/NC(=O)c1ccccc1	0.0	-6%	-17%	11%	1%	0%	2%	-9
2	C/C(Cc1ccccc1)=N/NC(=O)CNC(=O)C(c1ccccc1)c1ccccc1	-0.9	1%	23%	-7%	-4%	1%	2%	-2
3	O=C(Cn1nnc(-c2ccccc2)n1)N/N=C/c1cccc([N+](=O)[O-])c1	1.2	4%	26%	-17%	-19%[57.1 µM]	14%	1%	2
4	COC(=O)NC1CCS(=O)(=O)C1 (stereo not given)	-2.6	0%	10%	7%	5%	0%	3%	x
5	O=C(NC1CCCC1)c1cccc(S(=O)(=O)N2CCCC2)c1	-3.1	-11%	-5%	13%	9%	-8%	-1%	-2
6	CN(C1CCCCC1)S(=O)(=O)CCNC(=O)c1ccccc1	-1.0	-7%	8%	2%	-9%	4%	0%	-4
7	Cc1ccc(NC(=O)CSc2nc(C)c(Cc3ccccc3)c(=O)[nH]2)cc1	-1.1	-18%	-19%	1%	-1%	-4%	2%	2
8	COc1ccccc1/C=N/n1nnnc1N	-1.4	-6%	18%	0%	7%	14%	2%	2
9	Cc1cc(N2CCN(S(=O)(=O)c3ccc(Br)cc3)CC2)n2ncnc2n1	-6.7	-13%	0%	-6%	-1%	4%	2%	-7
10	CNC(=S)NN=C(C)c1ccc(OC)cc1O	3.0	u	0%	-2%	-5%	11%	x	4
11	CCc1cccc(NC(=O)C2CCCN2S(=O)(=O)c2ccc3c(c2)n(C)c(=O)c(=O)n3C)c1 (stereo not given)	-0.6	-23%	-29%	7%	-8%	3%	2%	-1
12	CCCOc1cccc(OCC(=O)Nc2nc3ccccc3[nH]2)c1	-0.3	-3%	13%	-13%	-1%	8%	-3%	-6
13	O=c1ccccn1Cc1c(Cl)cccc1Cl	-1.9	0%	0%	5%	0%	2%	1%	x
14	Cc1cc(C)cc(NC(=S)N(Cc2cccc(Br)c2)CC2CCC(C(=O)O)CC2)c1 (stereo not given)	1.4	-14%	-4%	7%	-2%	-8%	-5%	2
15	COc1ccc(OC)c(NC(=O)C2C3C=CC(C3)C2C(=O)NCc2cccnc2)c1 (stereo not given)	-1.4	-11%	7%	0%	-29%	1%	1%	0
16	CCOC(=O)c1c(C)n(C)c2c1cc(OC(C)=O)c1ccccc12	-0.2	-8%	5%	1%	-29%	1%	1%	-4
17	Cc1ccc(Cn2nnc3c(=O)n(CC(=O)N4CCN(c5ccccc5)CC4)cnc32)cc1	2.8	-10%	-3%	15%	-11%	-1%	-4%	x
18	CC(C)C[C@H](NC(=O)[C@H](Cc1ccccc1)n1c(=O)[nH]c2ccccc2c1=O)C(=O)N1CCC[C@@H]1C(=O)O	-2.1	-17%	-18%	-15%	-3%	1%	1%	2
19	Nc1nc(-c2ccccc2)c(CCCOc2ccc(NC(=O)CBr)cc2)c(=O)[nH]1	-2.3	u	-12%	4%	-6%	-2%	x	-59*
20	CN(CC(=O)Nc1ccc(F)cc1)C(=O)CSc1ncccn1	-0.2	2%	8%	-5%	2%	15%	1%	2
21	O=C(Nc1cccc(O)c1)C1CCCN1C(=O)OCc1ccccc1 (stereo not given)	-0.8	-6%	3%	2%	-18%	15%	1%	3
22	O=C(O)CCCNC(=O)Nc1ccccc1	-1.7	-5%	5%	-14%	6%	23%	-1%	-3
23	CCc1nc2ccc(C(=O)NCCOc3ccc(OC)cc3)cn2c1N(C)Cc1ccc(OC)cc1	-0.5	-5%	-12%	1%	-8%	-12%	x	6
24	CSc1nc(-c2ccc(C)cc2)nc(N)c1C#N	1.8	-8%	-11%	-1%	-8%	0%	u	-1
25	COc1ccc(-n2c(C)cc(C(=O)COC(=O)Cc3n[nH]c(=O)c4ccccc34)c2C)cc1	-3.6	-14%	-15%	4%	-1%	-12%	0%	-4
26	COc1ccccc1N1CCN(C(=O)CCCn2c(=S)[nH]c3ccccc3c2=O)CC1	-1.5	0%	20%	17%	9%	4%	x	5
27	CCN(CC(=O)Nc1ccccc1C(F)(F)F)C(=O)c1cc(S(=O)(=O)N2CCCCCC2)ccc1OC	1.9	0%	11%	8%	6%	-2%	0%	5
28	CC(=O)Nc1ccc(S(=O)(=O)N(C)CC(=O)OC(C)C(=O)NC2CCCCC2)cc1 (stereo not given)	3.1	0%	1%	-19%	-3%	11%	-2%	1
29	COc1ccc(S(=O)(=O)Cc2ccc(C(=O)N3CCOCC3)o2)cc1	-0.3	-11%	-8%	-8%	5%	9%	1%	0
30	O=C(Nc1cccc2nsnc12)c1ccc(-c2cccc(Cl)c2)o1	-1.5	u	4%	-8%	-36%	22%	-1%	-4
31	COC(=O)C1=CN(c2ccc(F)cc2)C=C(C(=O)OC)C1c1ccc([N+](=O)[O-])cc1	2.6	-8%	5%	4%	-3%	-2%	1%	-5
32	O=C(CNC(=O)c1ccccc1F)NC1CCN(Cc2ccccc2)CC1	0.0	-22%	-3%	11%	10%	3%	1%	-4
33	O=C(O)Cn1cc(C(=S)N2CCOCC2)c2ccccc21	-1.1	24µM*	2%	7%	-9%	-4%	-1%	x
34	O=C1N=C(N2C=CC(=C3C=CNC=C3)C=C2)/C(=C/N=NC(=O)c2ccccc2O)S1	1.2	-30%	11%	0%	-31%	-3%	-17%	-61*
35	CNC(=O)CC1C(=O)N(c2ccc(Cl)cc2)C(=S)N1NC(=O)c1cccc(F)c1 (stereo not given)	0.3	u	4%	11%	-3%	-1%	-5%	-2
36	O=C(/C=C/c1ccco1)Nc1ccccc1N1CCCC1	0.8	-2%	7%	-4%	-11%	15%	-4%	5
37	COc1ccc(-n2sc3c(c2=S)-c2cc(OC)ccc2NC3(C)C)cc1	0.0	24µM*	-4%	18%	-5%	0%	1%	17
38	Cc1nc2ncnn2c(C)c1Cc1ccc(Cl)cc1	-1.5	2%	8%	-5%	5%	7%	-1%	-2
39	CCC(=O)OCC(=O)N=c1sccn1Cc1ccccc1Cl	-0.5	2%	0%	-2%	-6%	6%	2%	4
40	COc1cc(/C=N/NC(=O)c2cc(-c3cccn3C)n[nH]2)cc(OC)c1OC	-1.9	-17%	-2%	7%	6%[11.6 µM]	-7%	0%	x
41	Cc1ccc(S(=O)(=O)N2CCOC2CNC(=O)C(=O)NCCc2ccccc2)cc1 (stereo not given)	0.5	-11%	10%	-14%	-4%	0%	1%	2
42	O=C1CC(c2ccco2)CC(O)=C1C=Nc1cc(Cl)ccc1Cl (stereo not given)	-3.4	-7%	-9%	0%	u	4%	-8%	u
43	CCCn1c(N)c(N(CCOC)C(=O)c2cc3c(s2)CCCCC3)c(=O)[nH]c1=O	-3.6	1%	-13%	-7%	-14%	11%	0%	5
44	C=CCc1cc(Cl)ccc1OCCNCCCOC	-2.4	-5%	2%	-12%	-1%	5%	-3%	10
45	Cc1ccc(Cn2cc(S(=O)(=O)c3ccc(C(C)C)cc3)c(=O)c3cc4c(cc32)OCO4)cc1	-1.7	-10%	9%	4%	1%	13%	-19%	3
46	Cc1cc(C)n(C(=O)COc2ccc(Cl)cc2Cl)n1	1.1	-3%	12%	7%	-12%	9%	1%	x
47	CC1(C(=O)NS(=O)(=O)c2cccc(C#N)c2)CCN1C(=O)Cc1ccc(Cl)cc1Cl (stereo not given)	1.1	-13%	-10%	1%	7%	-4%	x	6
48	CCC(=O)Nc1ccc(C(=O)NNC(=O)c2cc(OC)c(OC)c(OC)c2)cc1	-3.3	-10%	-23%	0%	7%	2%	-3%	8
49	COc1ccc(OC)c(N/C=C/C(=O)c2ccccc2)c1	-1.2	-8%	-17%	27%	-4%	-4%	0%	-17
50	Nc1nc(-c2cccnc2)nn1C(=O)Cc1ccccc1	-2.6	-14%	3%	-1%	4%	9%	-2%	x

(list continues)
nr	Compound	CCT modulator	PLK1 PBD block	EPAC1 antagonist	EPAC1 ag	WRN helicase inh	EPAC2 antag	MmCpn inh	PI5P4K alpha inh
51	Cc1ccc(Cc2cnc(N)s2)o1	2.0	-15%	u	-3%	45µM*	9%	0%	x
52	COC(=O)c1sccc1NC(=O)CC1C(=O)NCCN1C(=O)Nc1ccc(F)cc1F (stereo not given)	-0.2	-6%	5%	2%	6%	3%	-1%	-8
53	CCCNC(=O)C[C@H]1CC[C@@H]2[C@H](COC[C@@H](O)CN2C(=O)c2ccccn2)O1	x	-14%	5%	-1%	2%	7%	x	-7
54	CCNc1nc(NCC)nc(C(=O)NN)n1	0.8	-11%	0%	6%	-9%	21%	-2%	0

Exported with two lines to a compound: entries from further up
Values run as follows: CCT modulator	PLK1 PBD block	EPAC1 antagonist	EPAC1 ag	WRN helicase inh	EPAC2 antag	MmCpn inh	PI5P4K alpha inh
[1] CCOc1ccc(Cl)cc1/C=N/NC(=O)c1ccccc1
    0.0	-6%	-17%	11%	1%	0%	2%	-9
[2] C/C(Cc1ccccc1)=N/NC(=O)CNC(=O)C(c1ccccc1)c1ccccc1
    -0.9	1%	23%	-7%	-4%	1%	2%	-2
[3] O=C(Cn1nnc(-c2ccccc2)n1)N/N=C/c1cccc([N+](=O)[O-])c1
    1.2	4%	26%	-17%	-19%[57.1 µM]	14%	1%	2
[4] COC(=O)NC1CCS(=O)(=O)C1 (stereo not given)
    -2.6	0%	10%	7%	5%	0%	3%	x
[5] O=C(NC1CCCC1)c1cccc(S(=O)(=O)N2CCCC2)c1
    -3.1	-11%	-5%	13%	9%	-8%	-1%	-2
[6] CN(C1CCCCC1)S(=O)(=O)CCNC(=O)c1ccccc1
    -1.0	-7%	8%	2%	-9%	4%	0%	-4
[7] Cc1ccc(NC(=O)CSc2nc(C)c(Cc3ccccc3)c(=O)[nH]2)cc1
    -1.1	-18%	-19%	1%	-1%	-4%	2%	2
[8] COc1ccccc1/C=N/n1nnnc1N
    -1.4	-6%	18%	0%	7%	14%	2%	2
[9] Cc1cc(N2CCN(S(=O)(=O)c3ccc(Br)cc3)CC2)n2ncnc2n1
    -6.7	-13%	0%	-6%	-1%	4%	2%	-7
[10] CNC(=S)NN=C(C)c1ccc(OC)cc1O
    3.0	u	0%	-2%	-5%	11%	x	4
